Assay outcomes (PubChem)
GSH bead fluor – compound fluoresces at 488/530 nm on GSH beads; GSH beads flow cytometry, compound fluorescence 488/530 nm; hits give high values; fluorescence (KMESF) at 10 µM; 0.25% of 190,000 active; AID 1776; in the data active = fluorescence above about 89;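 note: glutathione beads carrying GST-tagged Bcl family fusion proteins plus one bare bead set; values are compound well signal with DMSO vehicle wells as background; inactives centre near 16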
Rac1 wt GTP bind – modulators of human Rac1 wildtype GTP binding; P63000; GST-Rac1 beads, fluorescent GTP binding, flow cytometry; actives lie on both sides; 0 = cold GTP competed, 100 = untreated; GTP binding activity (% of control), % at 10 µM; 0.27% of 190,000 active; AID 757;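 active = GTP binding activity at least 20 points away from the 100% control level, either lower or higher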
Mcl1-Bid inh – disrupts binding of human Mcl-1 to Bid peptide; Q07820; TR-FRET Mcl-1/Bid-Dy647 peptide binding, 1536-well; inhibition, % at 21.7 µM; 0.97% of 220,000 active; AID 1021;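 active = compounds that cut the binding signal by more than half at the single screening dose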;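 note: His-tagged Mcl-1 with europium anti-His antibody binding Bid BH3 peptide; 0% = Mcl-1 plus peptide wells and 100% = peptide-only wells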
Target sequence (Q07820 whole entry, looked up): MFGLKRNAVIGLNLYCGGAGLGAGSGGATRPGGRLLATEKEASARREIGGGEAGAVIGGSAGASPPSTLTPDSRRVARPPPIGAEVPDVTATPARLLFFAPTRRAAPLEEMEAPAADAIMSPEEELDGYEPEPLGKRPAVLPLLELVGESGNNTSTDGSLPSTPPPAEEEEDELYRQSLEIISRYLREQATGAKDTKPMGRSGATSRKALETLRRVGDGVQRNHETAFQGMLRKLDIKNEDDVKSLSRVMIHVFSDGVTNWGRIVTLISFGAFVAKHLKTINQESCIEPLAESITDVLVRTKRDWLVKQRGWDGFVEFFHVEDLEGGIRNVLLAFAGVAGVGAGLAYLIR
Rab7 wt GTP bind – alters GTP binding to wildtype dog Rab7 | GST-Rab7 beads, fluorescent GTP binding, flow cytometry; actives lie on both sides; untreated = 100%, excess cold GTP = 0% | GTP binding activity (percent of control), % at 10 µM | 0.055% of 190,000 active;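 active = fluorescent GTP binding to Rab7 beads changed by at least 20 points from the 100% baseline, either direction, mostly lower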;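 note: median green fluorescence of bound Bodipy-FL-GTP per Rab7 bead population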
Cdc42 wt – modulators (inhibitors or activators) of GTP binding to human Cdc42 wildtype; AID 761; percent activity (GTP binding), % at 10 µM; GST-Cdc42 beads, Bodipy-GTP binding, flow cytometry; actives lie on both sides; 0.2% of 190,000 active; P60953;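 active = percent activity GTP binding at least 20 points away from the 100% baseline, either down as inhibitor or up as activator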;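 note: median bead fluorescence of bound Bodipy-FL-GTP at 100 nM; 0% = excess unlabeled GTP control and 100% = no compound control; below 100% means less GTP binding so inhibitor and above means activator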
Target sequence (P60953 whole entry, looked up): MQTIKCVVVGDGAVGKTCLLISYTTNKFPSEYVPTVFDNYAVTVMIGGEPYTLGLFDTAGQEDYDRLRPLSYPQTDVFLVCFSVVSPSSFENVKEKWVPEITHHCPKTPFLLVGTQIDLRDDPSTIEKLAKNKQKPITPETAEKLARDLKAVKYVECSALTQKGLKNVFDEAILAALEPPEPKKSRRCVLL
Avidin bead fluor – avidin bead compound fluorescence profile; Avidin beads, compound fluorescence 488/530 nm, flow cytometry; hits give high values; fluorescence (KMESF) at 10 µM; 0.38% of 220,000 active; AID 1775; in the data active = fluorescence above about 47; note: inactives centre near 10
HRas wt GTP – human HRas wildtype GTP binding, change in either direction. P01112. GST-Ras wt beads, Bodipy-FL-GTP binding, flow cytometry; actives lie on both sides. GTP binding activity, % at 10 µM. 0.14% of 190,000 active. AID 759;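 active = GTP binding activity at least 20% away from the 100% baseline, either lowered as inhibitor or raised as activator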;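 note: 0% = unlabeled GTP competition control and 100% = no-compound control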
Target sequence (P01112 whole entry, looked up): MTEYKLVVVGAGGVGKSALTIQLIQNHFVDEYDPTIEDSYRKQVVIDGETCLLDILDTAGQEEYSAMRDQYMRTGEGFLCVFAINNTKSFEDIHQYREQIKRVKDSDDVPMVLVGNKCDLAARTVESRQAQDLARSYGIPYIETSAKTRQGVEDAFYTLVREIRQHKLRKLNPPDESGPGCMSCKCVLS
Mcl1-Noxa inh – disrupts binding of human Mcl-1 to Noxa peptide; Q07820; TR-FRET Mcl-1/Noxa peptide binding, 2 h; inhibition, % at 21.7 µM; 1.5% of 220,000 active;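 active = compounds that cut the protein-peptide binding signal by more than 50% relative to plate controls in a single-dose test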;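 note: His-tagged Mcl-1 with rhodamine Noxa BH3 peptide and terbium anti-His antibody; 0% = Mcl-1 plus Noxa peptide wells and 100% = peptide-only wells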
Rac1 mut GTP – alters GTP binding to activated mutant human Rac1. P63000. GST-Rac1 activated beads, fluorescent GTP binding, flow cytometry; actives lie on both sides; 100% means binding = to untreated wells. percent activity (GTP binding), % at 10 µM. 0.11% of 190,000 active. AID 764;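 active = GTP binding at least 20 percentage points away from the 100% baseline, in either direction, so actives lie on both sides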
Rab2 wt GTP – changes GTP binding to wildtype dog Rab2A, up or down | GST-Rab2 wt beads, Bodipy-GTP binding, flow cytometry | 0.19% of 190,000 active | GTP binding activity, % at 10 µM;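 active = GTP binding activity at least 20 points away from 100%, either lowered or raised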;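 note: 0% = beads with excess unlabeled GTP and 100% = no-compound control corrected for plate trend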
Pf gametocyte – P. falciparum stage V gametocyte viability inhibition; 0.065% of 150,000 active; AID 743093; P. falciparum stage V gametocytes, ATP luminescence, 24 h; inhibition, % at 10.9 µM;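 active = inhibition above the mean plus 3 SD of compounds within the control limits, set per campaign, cut at about 38% in these data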;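 note: 0% = DMSO wells and 100% = medium only without gametocytes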
Starred values were filed as active, the others as inactive; . = no result given.

SMILES	GSH bead fluor	Rac1 wt GTP bind	Mcl1-Bid inh	Rab7 wt GTP bind	Cdc42 wt	Avidin bead fluor	HRas wt GTP	Mcl1-Noxa inh	Rac1 mut GTP	Rab2 wt GTP	Pf gametocyte
C=CC(=O)N=c1sc2ccccc2n1-c1ccccc1	8	87	-11	96	90	5	93	22	91	94	2
CCCN1CCC(N2CCCC(C(=O)O)C2)CC1 (centres undefined)	15	104	-1	105	97	.	99	20	97	103	2
Cc1cccc(NC(=O)C2CCCN2S(=O)(=O)c2ccc3c(c2)n(C)c(=O)c(=O)n3C)c1 (centres undefined)	16	99	-7	96	97	4	97	-6	99	99	.
O=C(Cc1cccs1)NNC(=S)NC(=O)c1ccccc1	4	99	-144	97	98	14	99	-25	97	95	12
Cc1nn2c(-c3ccncc3)ccnc2c1Br	9	93	-14	101	92	10	96	-3	93	95	19
CC(=O)c1ccc(N2CCN(CCC#N)CC2)c(F)c1	37	104	-8	100	104	12	101	-3	102	101	.
CCC(=O)Nc1ccc2c(c1)C(=O)N(C)C2=O	10	99	-19	93	98	21	94	-15	98	93	.
CN(c1ccccc1)S(=O)(=O)c1cccc(C(=O)N2CCN(c3ccccn3)CC2)c1	42	97	-28	95	97	1	97	14	97	98	.
C=CCOc1ccccc1CNCc1cccnc1	6	102	-7	102	101	11	102	18	98	103	22
Cc1ccc(C)c(S(=O)(=O)NCCOC(=O)Nc2sc(=S)n(C)c2C)c1	11	104	-22	106	102	25	101	14	98	103	-4
Cc1cccc(C(=O)N2CCN(Cc3ccc4c(c3)OCO4)CC2)c1	18	99	-12	97	102	7	100	9	100	98	.
Cn1ccnc1SCC(=O)Nc1nc2c(F)c(F)c(F)cc2s1	26	99	-8	103	98	9	99	-5	96	98	-1
NS(=O)(=O)c1ccc(NC(=S)NC(=O)C2CCCCC2)cc1	13	102	-24	96	101	.	99	-5	98	103	-30
O=C1C(Oc2ccc(Cl)cc2)C(c2ccc3c(c2)OCO3)N1CC1CCCO1 (centres undefined)	23	97	-2	94	96	11	95	22	96	95	-15
Nc1nc(-c2ccco2)nc(N2CCCCC2)n1	59	101	-2	102	102	9	102	10	98	102	.
CC1=CCC(C(=O)O)C(C(=O)Nc2nc3ccc(S(C)(=O)=O)cc3s2)C1 (centres undefined)	92*	105	6	101	100	7	101	34	98	100	-55
CN(C(=O)COc1ccc(Cl)cc1Cl)c1nnc(C23CC4CC(CC(C4)C2)C3)s1	17	103	4	101	97	2	102	-9	99	99	.
Cc1cc(C(C)(C)C)cc(C)c1COC(=O)C1CCC(=O)N1 (centres undefined)	21	113	-1	102	111	36	109	-7	108	109	12
CC1CCN(C(=O)Nc2ccc3nsnc3c2)CC1	15	100	9	98	98	12	99	9	99	101	.
COc1ccccc1NC(=O)N(Cc1ccco1)Cc1cc2c(C)ccc(C)c2[nH]c1=O	64	102	-5	93	98	7	98	25	98	99	.
COCCN(CC(=O)NCc1ccc(F)cc1)C(=O)CCC(=O)Nc1nccs1	38	110	-4	104	103	14	103	-1	99	101	-20
Cc1ccc(C(=O)Nc2ccc(S(=O)(=O)N3CCN(C)CC3)cc2)cc1	21	103	-13	99	100	7	102	-15	102	101	0
C=CCNC(=O)/C(=C\c1ccc2c(c1)OCO2)NC(=O)c1ccc(Br)cc1	16	104	-8	99	105	11	104	27	103	104	1
O=C(NCCN1CCC(Cc2ccccc2)CC1)C1CCCN(S(=O)(=O)c2cnc[nH]2)C1 (centres undefined)	22	104	-15	103	102	5	101	4	98	101	.
CC(C)CCOc1ncnc2c1sc1nc3c(cc12)CSC(C)(C)C3	18	102	-10	100	101	8	101	-63	100	100	.
CCCCCC1CCC(C(=O)NNC(=S)NCC)CC1 (centres undefined)	14	107	-102	102	105	14	101	2	101	102	-2
CCN1CCN(C(=S)c2ccc(Br)cc2)CC1	21	98	-24	98	103	12	102	11	99	103	.
CCOc1ccc(N=C2NC(=O)S/C2=C\c2ccc(O)cc2)cc1	9	96	85*	94	96	10	96	99*	95	95	.
COC(=O)C1=C(C(=O)c2ccc(C)cc2)C(c2ccc(OC)c(OC)c2)n2nnnc2N1 (centres undefined)	38	96	-18	97	99	4	96	14	94	96	.
O=C(CN1CCN(C(=O)c2ccco2)CC1)Nc1ccc(Cl)c(S(=O)(=O)N2CCOCC2)c1	20	101	-10	104	103	5	100	9	97	101	.

In a second layout: entries from further up.
SMILES | GSH bead fluor | Rac1 wt GTP bind | Mcl1-Bid inh | Rab7 wt GTP bind | Cdc42 wt | Avidin bead fluor | HRas wt GTP | Mcl1-Noxa inh | Rac1 mut GTP | Rab2 wt GTP | Pf gametocyte
CC1CCN(C(=O)Nc2ccc3nsnc3c2)CC1 | 15 | 100 | 9 | 98 | 98 | 12 | 99 | 9 | 99 | 101 | .
COc1ccccc1NC(=O)N(Cc1ccco1)Cc1cc2c(C)ccc(C)c2[nH]c1=O | 64 | 102 | -5 | 93 | 98 | 7 | 98 | 25 | 98 | 99 | .
COCCN(CC(=O)NCc1ccc(F)cc1)C(=O)CCC(=O)Nc1nccs1 | 38 | 110 | -4 | 104 | 103 | 14 | 103 | -1 | 99 | 101 | -20

Remaining list, next part
SMILES	GSH bead fluor	Rac1 wt GTP bind	Mcl1-Bid inh	Rab7 wt GTP bind	Cdc42 wt	Avidin bead fluor	HRas wt GTP	Mcl1-Noxa inh	Rac1 mut GTP	Rab2 wt GTP	Pf gametocyte
COc1ccc(C2c3[nH]c4ccccc4c3CCN2CCCn2cccn2)cc1C (centres undefined)	17	99	-67	103	96	11	99	8	97	99	.
COc1cc(-c2nc3cnccn3c2Nc2ccc(C(C)C)cc2)ccc1O	11	97	-39	108	101	15	103	5	96	104	.
CC1=C(C#N)CCC(=O)N1Cc1c(C)cc(C)cc1C	62	98	4	94	98	5	101	5	93	96	0
CC(C(=O)Nc1ccccc1)N(C)CCOc1ccc(Br)cc1 (centres undefined)	22	91	-8	95	93	12	93	10	92	95	-11
Cc1ccc(C(=O)NCc2n[nH]c(=S)n2-c2ccccc2)cc1[N+](=O)[O-]	15	100	-69	101	102	8	97	7	96	102	-5
COC(=O)Nc1ccc(S(=O)(=O)Nc2cnc3ccccc3n2)cc1	14	99	-12	98	99	10	97	14	93	97	.
Cn1c(CN2CCOCC2)nnc1SCC(=O)Nc1ccc2c(c1)OCCO2	38	96	10	99	99	13	103	3	98	103	13
CCN(Cc1ccccc1)C(=O)c1ccc(SC)cc1OC	15	100	-38	94	99	9	98	5	96	97	.
COc1ccc(C(=O)/C=C/c2ccc(F)cc2)c(OC(=O)c2ccc([N+](=O)[O-])cc2)c1	20	107	10	100	102	25	100	4	98	97	4
NC(=O)c1ccc(NC(=O)COC(=O)CCc2ccc(S(=O)(=O)N3CCCCC3)cc2)cc1	69	99	9	99	95	8	96	7	97	97	13
O=C(Cn1nc(-c2ccccc2)ccc1=O)NCC1COCCO1 (centres undefined)	23	104	-12	101	101	30	102	2	101	99	.
O=C(CN1CCC(n2nnc3cc(C(F)(F)F)ccc32)CC1)N1CCc2ccccc21	7	100	6	105	100	11	102	1	97	105	.
CN(Cc1ccccc1)C(=S)Nc1ccc(OC(F)F)cc1	6	106	-59	98	99	1	100	2	101	99	-5
COCCCNC(NC(=O)c1ccc(Cl)cc1)C(Cl)(Cl)Cl (centres undefined)	37	89	-2	92	92	11	93	.	89	91	.
O=S(=O)(c1ccc(N2CCCC2)cc1)C(F)(F)F	41	97	-7	95	100	14	99	17	95	96	.
CCN(c1cccc(C)c1)S(=O)(=O)c1cnc[nH]1	12	104	-21	101	104	8	102	-17	100	101	.
C=CCn1c(SCC(=O)Nc2ccc3c(c2)OCCO3)nnc1-c1ccco1	22	103	-16	99	103	14	103	12	101	102	.

Sorted by the number under Cdc42 wt (low to high): some entries from above
canonical_smiles	Cdc42 wt
COCCCNC(NC(=O)c1ccc(Cl)cc1)C(Cl)(Cl)Cl (centres undefined)	92
CN(Cc1ccccc1)C(=S)Nc1ccc(OC(F)F)cc1	99
O=S(=O)(c1ccc(N2CCCC2)cc1)C(F)(F)F	100
CCN(c1cccc(C)c1)S(=O)(=O)c1cnc[nH]1	104

Compound profiles (already shown). Values in the order: GSH bead fluor, Rac1 wt GTP bind, Mcl1-Bid inh, Rab7 wt GTP bind, Cdc42 wt, Avidin bead fluor, HRas wt GTP, Mcl1-Noxa inh, Rac1 mut GTP, Rab2 wt GTP, Pf gametocyte
Results for `CCN(c1cccc(C)c1)S(=O)(=O)c1cnc[nH]1` = 12, 104, -21, 101, 104, 8, 102, -17, 100, 101, .
Results for `O=C1C(Oc2ccc(Cl)cc2)C(c2ccc3c(c2)OCO3)N1CC1CCCO1` (centres undefined) = 23, 97, -2, 94, 96, 11, 95, 22, 96, 95, -15
Results for `CC1=C(C#N)CCC(=O)N1Cc1c(C)cc(C)cc1C` = 62, 98, 4, 94, 98, 5, 101, 5, 93, 96, 0
Results for `O=C(Cc1cccs1)NNC(=S)NC(=O)c1ccccc1` = 4, 99, -144, 97, 98, 14, 99, -25, 97, 95, 12
Results for `Cc1cccc(C(=O)N2CCN(Cc3ccc4c(c3)OCO4)CC2)c1` = 18, 99, -12, 97, 102, 7, 100, 9, 100, 98, .
